# Pf growth 96h = P. falciparum growth inhibition at 96 hours; P. falciparum luciferase reporter growth, 96 h; Potency, µM (top dose mostly 28.7 µM), without a hit: at the top dose activity change, negative = inhibition, usual class: inhibitors; 6.9% of 320,000 active; AID 504834; also: potency is read from the fitted curve at half-maximal effect; % is scaled to controls: 0 for no effect and ±100 for the full control effect
#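 P. falciparum expressing integrated firefly luciferase grown in erythrocytes (2% hematocrit, 0.05% parasitemia final) with compounds for 96 hours at 37 C, 5% CO2. Growth inhibition read as loss of luminescence after adding luciferase detection reagent.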
# LmPK inhibitor = blocks Leishmania mexicana pyruvate kinase activity; AID 1721; Potency, µM (series often up to 57.5 µM), inactives show at the top dose activity change, negative = inhibition, actives largely listed as inhibitors; 0.37% of 290,000 active; purified LmPK, Kinase-Glo ATP luminescence, 1 h; also: potency is read from the fitted curve at half-maximal effect; % is scaled to controls: 0 for no effect and ±100 for the full control effect
# Target sequence (Q27686 whole entry, looked up): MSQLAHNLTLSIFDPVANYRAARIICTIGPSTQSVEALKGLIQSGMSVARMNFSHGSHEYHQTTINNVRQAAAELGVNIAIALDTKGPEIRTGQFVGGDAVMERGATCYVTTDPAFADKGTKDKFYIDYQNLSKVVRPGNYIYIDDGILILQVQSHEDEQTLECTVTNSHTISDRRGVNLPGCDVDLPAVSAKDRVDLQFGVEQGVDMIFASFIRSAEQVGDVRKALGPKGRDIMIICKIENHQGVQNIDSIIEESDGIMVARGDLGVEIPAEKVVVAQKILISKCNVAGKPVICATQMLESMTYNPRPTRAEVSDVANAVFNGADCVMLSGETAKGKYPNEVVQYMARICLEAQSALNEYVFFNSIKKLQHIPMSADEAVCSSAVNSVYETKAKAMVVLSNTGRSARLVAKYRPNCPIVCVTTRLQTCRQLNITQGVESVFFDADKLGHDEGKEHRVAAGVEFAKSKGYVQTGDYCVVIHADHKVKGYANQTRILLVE
#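 Pyruvate kinase activity monitored as ATP production (luciferase luminescence). Conditions: 0.1 nM enzyme, 0.5 mM PEP, 0.1 mM ADP, 1 h, RT; normalized against uninhibited and no-enzyme wells.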
# AMA1 RON2 block = disrupts binding of P. falciparum AMA1 to RON2. AlphaScreen AMA1-biotinylated RON2 peptide binding. 0.2% of 360,000 active. Potency, µM (series often up to 58.2 µM), for inactives: at the highest dose activity change, negative = inhibition, usual class: inhibitors;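 also: potency is read from the fitted curve at half-maximal effect; 0% = vehicle wells and -100% = peptide control; nearly all actives have a fitted effect of over 45% in size; some results filed as inactive show a strong effect at the top dose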
#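 AMA1 (3D7) with his tag at 25 nM final met compounds first, then biotinylated RON2 peptide at 25 nM; detection used donor plus acceptor beads, 10 µg/mL apiece, read by AlphaScreen after 30 min at room temperature.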
# Pf growth 48h = P. falciparum growth inhibition at 48 hours (one generation); AID 504832; 5.9% of 310,000 active; P. falciparum luciferase growth in erythrocytes, 48 h; Potency, µM (doses to about 28.7 µM), without a hit: top-dose activity change, negative = inhibition, usual class: inhibitors; also: potency is read from the fitted curve at half-maximal effect; % is scaled to controls: 0 for no effect and ±100 for the full control effect
#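 Read-out is firefly luciferase luminescence from an integrated reporter in P. falciparum, so falling signal marks reduced parasite growth. Infected erythrocytes were at 2% hematocrit and 0.1% parasitemia (final) in Albumax-supplemented RPMI 1640.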
# Tb PYK inh = blocks Trypanosoma brucei pyruvate kinase; Q57TT1; TbPYK enzyme, Kinase-Glo Plus ATP luminescence, 45 min; Potency, µM (series often up to 76.8 µM), inactives show top-dose activity, negative = inhibition, hits mostly inhibitors; 0.12% of 410,000 active; also: potency is read from the fitted curve at half-maximal effect; % is scaled to controls: 0 for no effect and ±100 for the full control effect; nearly all actives have a fitted effect of over 50% in size
#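 Quantitative HTS: titrated library compounds versus trypanosomal pyruvate kinase in TEA buffer (pH 7.2) containing KCl, MgCl2, BSA and Tween-20. Reactions were initiated with ADP, 130 uM final. Kinase-Glo Plus luminescence was read after 45 min at RT.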
# Shiga toxin inh = Shiga toxin inhibition | Vero cells, Shiga toxin protein synthesis inhibition reporter | 9.2% of 290,000 active | inhibition, % at 38.7 µM | AID 2315; in the data active = inhibition mostly above about 28%, no sharp cut-off; inactive = mostly below about 43%; also: 0% is about no effect
# CHX counter = affects cycloheximide protein synthesis inhibition readout, counter-screen. cell reporter, cycloheximide protein synthesis inhibition counterscreen. max response, %. 12% of 300,000 active. AID 2314; in the data active = max response mostly above about 13%, no sharp cut-off; inactive = mostly below about 14%; also: read at 38.3 µM for the half of the compounds with a filed dose; 0% is about no effect
# * hit, by the source's call; u = inconclusive; x = not tested or not shown; + = active, no number; [ ] = dose if it differs, or a comment. Unless noted, calls follow the shape of the dose curve; as a rule, active = well fitted curve in the direction sought with a large enough effect; inconclusive = small, poorly fitted or top-dose-only effect, or another doubt; inactive = no such curve, though single readings can be large; an effect the other way counts as inactive or inconclusive.
SMILES,Pf growth 96h,LmPK inhibitor,AMA1 RON2 block,Pf growth 48h,Tb PYK inh,Shiga toxin inh,CHX counter
CCc1ccc(/C=C(/C#N)C(N)=S)cc1,13.8%,-0.8%,53.0%[activator],u,-8.9%,-7.2,-2.6
Cn1c(=S)[nH]c2ccccc21,u,6.3%,-4.0%,x,-10.8%,-15.3,-5.9
C=CCn1c(O)c(N=NC(=O)OC(C)(C)C)c2ccccc21,0.0%,-2.0%,-13.9%,19.1%,0.1%,16.6,12.1
COc1cc(C(O)CO)ccc1OS(=O)(=O)O (centres undefined),8.3%,x,0.0%,-5.0%,0.3%,x,x
Fc1ccc(NC(=S)N/N=C/c2ccc(F)c(F)c2)c(F)c1,u,1.3%,55.7%[activator],x,x,4.1,-1.7
CC1CCCC(NC(=O)CCS(=O)(=O)c2cc3c(cc2Cl)NC(=O)CO3)C1C (centres undefined),-23.8%,0.3%,-2.9%,2.2%,3.2%,-3.3,-4.6
Cc1cc(S(=O)(=O)N(Cc2ccccc2Cl)c2ccc3c(c2)CCC3)ccc1-n1cnnn1,86.5%[activator],1.4%,12.4%,11.7µM*,0.8%,-4.7,-2.0
Cn1c(SCC(=O)NCc2ccccc2)nnc1-c1ccc(NC(=O)CCc2ccccc2)cc1,x,0.3%,-13.5%,u,-1.6%,-41.1,-4.8
CC1(c2ccc3ccccc3c2)NC(=O)N(CC(=O)Nc2cccc(S(=O)(=O)N3CCOCC3)c2)C1=O (centres undefined),u,2.4%,3.3%,-13.0%,-1.6%,18.3,-2.5
CCN(CC)S(=O)(=O)c1cccc(-c2nnc(SCc3nnc(-c4cccs4)o3)n2N)c1,15.0%,-1.8%,5.6%,u,-8.6%,-6.8,3.3
O=C(NCCOc1ccccc1)c1ccccc1[N+](=O)[O-],u,-0.9%,10.9%,u,3.3%,30.6,7.4
Cc1ccc(OCCC(=O)NCCc2ccc(S(N)(=O)=O)cc2)cc1,-0.8%,-1.4%,12.2%,15.8%,-11.1%,-7.5,-3.4
COc1ccc(S(=O)(=O)N2CCN(CC3CC=CCC3)CC2)cc1 (centres undefined),u,4.6%,-15.5%,18.9%,6.7%,3.3,-2.3
Cc1cccc(CN2CCC(N3CC(C)OC(C)C3)CC2)c1 (centres undefined),11.7µM*,-4.5%,12.9%,-6.9%,25.2%,-1.9,-1.3
Cc1ccc(S(=O)(=O)c2nc(-c3ccccc3)oc2NCc2cccnc2)cc1,u,0.6%,-0.6%,u,-9.7%,-6.1,0.5
O=C(NCC1CCCCC1)c1ccc([N+](=O)[O-])cc1,7.3%,5.1%,9.2%,141.0%[activator],-0.4%,16.3,12.2
Cc1csc2c(N3CCC(C(=O)O)CC3)ncnc12,62.5%[activator],-6.8%,-4.5%,0.0%,0.1%,-1.2,5.7
Brc1cc(Br)cc(CN2CCSCC2)c1,u,5.2%,2.0%,-4.8%,0.3%,-0.7,-2.2
CCOc1ccc(OCCC(=O)OCC(=O)NC2CCCC2)cc1,-20.1%,x,-2.6%,-13.2%,0.0%,x,x
CCOC(=O)C1=C(C)NC(=O)NC1c1cc(Br)c(O)c(OC)c1 (centres undefined),11.1%,0.0%,5.7%,-2.5%,-14.7%,-7.3,-1.0
O=C(c1ccco1)N1CCN(C(c2cccs2)c2nnnn2C2CCCC2)CC1 (centres undefined),u,0.7%,17.9%,-16.4%,-1.6%,-5.5,0.5
CSc1ccc(CN2CCC(N3CC(C)OC(C)C3)CC2)cc1 (centres undefined),40.9%[activator],-2.0%,-6.2%,11.5%,-7.7%,-1.1,-4.2
CC(C)(C)c1ccc(C(=O)Nc2ccc(O)c3c(=O)cc(-c4cccc(Cl)c4)oc23)cc1,-10.9%,2.0%,32.3%[activator],u,3.4%,-6.9,-3.8
O=C(c1nn2c(C(F)(F)F)cc(-c3ccc(F)cc3)nc2c1Cl)N1CCOCC1,57.2%[activator],-0.5%,13.6%,-10.1%,-10.8%,65.3,23.8
O=NNc1nc2ccccc2n1Cc1ccccc1,13.1µM*,-4.2%,64.2%[activator],u,-13.6%,11.2,-4.1

# Retrieved one by one from above:
SMILES,Pf growth 96h,LmPK inhibitor,AMA1 RON2 block,Pf growth 48h,Tb PYK inh,Shiga toxin inh,CHX counter
CCc1ccc(/C=C(/C#N)C(N)=S)cc1,13.8%,-0.8%,53.0%[activator],u,-8.9%,-7.2,-2.6
Fc1ccc(NC(=S)N/N=C/c2ccc(F)c(F)c2)c(F)c1,u,1.3%,55.7%[activator],x,x,4.1,-1.7

# The results go on:
SMILES,Pf growth 96h,LmPK inhibitor,AMA1 RON2 block,Pf growth 48h,Tb PYK inh,Shiga toxin inh,CHX counter
CCc1ccc(N2CN(Cc3ccco3)CNC2=S)cc1,u,-4.9%,1.2%,u,-3.7%,-2.0,-2.7
Cc1nc2c(-c3ccccc3)c(C)[nH]n2c(=O)c1Cl,20.6%,-2.4%,72.2%[activator],-2.3%,-5.6%,1.6,-3.3
O=C(Nc1cccc(-c2nc3ccccc3s2)c1)c1cccs1,u,1.6%,-7.6%,36.1%[activator],0.5%,10.4,11.7
CCOC(=O)c1csc(NC(=O)C2CCCCC2)n1,122.7%[activator],-3.5%,1.0%,35.0%[activator],-3.2%,58.9*,26.5*
COc1ccc(N2C(=O)CC(c3ccccc3)C2=O)cc1 (centres undefined),16.9%,0.0%,0.7%,3.9%,-6.2%,-3.4,5.8
O=C(NC(=O)c1ccc(F)cc1F)Nc1ccc(Cl)cc1,164.7%[activator],-1.3%,-5.7%,5.22µM*,-6.5%,21.3,7.9
Cc1cc(C)cc(OCC(=O)Nc2ccc(N3CCCCC3)cc2)c1,4.4%,x,-19.5%,-5.3%,9.0%,x,x
O=C(CNc1ccc(Br)cc1)c1ccc(O)cc1,6.0%,-1.8%,-12.6%,70.0%[activator],2.8%,92.8*,38.7*
O=C(CN1CCC(C(=O)c2ccc(Cl)cc2)CC1)Nc1ccc2c(c1)OCCO2,-18.9%,6.1%,-1.0%,-20.4%,-2.6%,29.9,16.9*
O=C(NCc1ccccc1)C1=C[C@H](C2CC2)C[C@H](OCc2ccc(CO)cc2)O1,-19.2%,5.2%,-9.5%,-0.8%,4.9%,-2.7,-2.6
CS(=O)(=O)N(CC(=O)N/N=C/c1cc2c(cc1Br)OCO2)c1ccccc1Br,u,0.8%,0.3%,u,-15.8%,-1.7,15.1
Cc1c(C)n(CCCN(C)C)c2ncnc(Nc3ccccc3)c12,3.7%,0.4%,-1.9%,17.9%,5.2%,39.8,6.5
COc1ccc(NC(=S)NNC(=O)c2cccs2)cc1,4.8%,3.0%,35.5%[activator],32.1%[activator],-12.7%,45.9*,26.5*
O=[N+]([O-])c1ccc(Cl)c(S(=O)(=O)Nc2ccc(-c3ccc(N4CCOCC4)nn3)cc2)c1,u,x,-15.1%,-5.8%,4.3%,x,x
O=C(Nc1ccc(F)cc1)c1csc(Cc2ccccc2)n1,337.0%[activator],-4.5%,-2.4%,137.5%[activator],-0.9%,104.2*,54.5*
CNS(=O)(=O)c1cn(CC(=O)NCc2cccc(OC)c2)cc1S(=O)(=O)NC,-21.0%,1.0%,3.5%,21.7%,-7.5%,-10.4,-3.8
COc1cc(NC(=O)c2ccccn2)cc(OC)c1OC,2.5%,-2.5%,29.2%,16.8%,-18.9%,-3.7,10.6
COCCN(CC1CCCN(C2Cc3ccccc3C2)C1)C(=O)CCC(N)=O (centres undefined),139.0%[activator],-1.4%,0.5%,u,-0.2%,23.6,-4.1
COCCn1c(C)c(C)c(S(=O)(=O)c2ccccc2)c1N,10.2%,4.2%,-9.6%,-17.4%[0.00184 µM],-7.8%,-4.0,-1.7
C=CCN=C1S/C(=C/c2ccc([N+](=O)[O-])cc2)C(=O)N1CC=C,u,5.2%,-10.4%,-7.5%,-0.7%,-2.5,-0.8
CC(C)(C)OC(=O)N1CCN(C(=O)c2[nH]cnc2C(=O)Nc2cccc(Cl)c2)CC1,u,x,34.6%[activator],4.15µM*,-1.1%,x,x
COCCNC(=O)c1ccc(Cl)c(S(=O)(=O)Nc2cccc(C)c2C)c1,23.0%,-3.8%,14.4%,-18.0%,-2.3%,11.9,-3.4
Cc1nc(SCC(=O)NC2(C#N)CCCC2)n(CC(C)C)c1C,-8.1%,x,1.1%,u,-5.0%,x,x
Cc1cccn2c(=O)c(/C=C(\C#N)C(=O)NCc3ccco3)c(N3CCC(C(N)=O)CC3)nc12,15.8%,1.0%,-6.1%,16.4%,-7.6%,2.9,0.1
Cc1ccc(NC(=O)CSc2nnnn2-c2ccc3c(c2)OCO3)cc1C,2.3%,1.6%,5.1%,-13.1%,-2.2%,-2.1,3.1

# Next section; it opens with the 2 that closed the last part.
SMILES,Pf growth 96h,LmPK inhibitor,AMA1 RON2 block,Pf growth 48h,Tb PYK inh,Shiga toxin inh,CHX counter
Cc1cccn2c(=O)c(/C=C(\C#N)C(=O)NCc3ccco3)c(N3CCC(C(N)=O)CC3)nc12,15.8%,1.0%,-6.1%,16.4%,-7.6%,2.9,0.1
Cc1ccc(NC(=O)CSc2nnnn2-c2ccc3c(c2)OCO3)cc1C,2.3%,1.6%,5.1%,-13.1%,-2.2%,-2.1,3.1
O=C(COc1ccc(Cl)cc1)NCc1ccc(F)cc1,-3.6%,0.7%,-3.7%,-7.3%,-0.2%,-3.6,-0.6
OCC[C@@H]1C[C@H](O)[C@@H](O)[C@]2(OCCc3ccccc32)O1,43.2%[activator],3.8%,-17.3%,44.7%[activator],-1.4%,6.9,-1.8
C/C=C/c1ccc(Oc2nnnn2-c2ccc(C(=O)O)cc2)c(OC)c1,0.3%,-6.6%,-8.1%,-14.1%,-11.3%,-5.4,-1.6
COc1ccc2cc1Oc1cc3c(cc1OC)CC[N+](C)(C)C3Cc1ccc(cc1)Oc1c(OC)c(OC)cc3c1C(C2)[N+](C)(C)CC3 (centres undefined),-0.2%,x,x,3.9%,-17.3%,x,x
C=CCSc1nc(-c2ccccc2)c(C#N)c(=O)[nH]1,x,12.6%,-7.5%,3.6%,-11.6%,-12.2,-1.5
CCCCc1cc(=O)oc2c(CN(C)C)c(O)ccc12,-22.1%,5.1%,-1.5%,u,-6.3%,-8.8,-2.5
Cc1noc(C)c1COc1ccc(C(=O)N2CCCC(C(F)(F)F)C2)cc1 (centres undefined),11.0%,-2.8%,0.5%,-9.8%,-0.9%,-9.8,-2.9
Cc1ccc(-n2nnnc2/C=C\Nc2cc(C)on2)cc1,39.2%[activator],-0.1%,2.8%,21.0%,-2.3%,-2.4,8.4
CCc1c(C(=O)N/N=C/c2ccsc2)csc1C,20.4%,-0.4%,5.7%,-22.7%,1.1%,+,38.9*
COc1ccc(N2CC(NS(=O)(=O)c3cccnc3)CC2=O)cc1 (centres undefined),-0.4%,x,5.2%,-0.8%,5.6%,x,x
CCOC(=O)CC(SP(=S)(OC)OC)C(=O)OCC (centres undefined),-2.2%,x,x,0.7%,-4.0%,x,x
COCCN(CCOC)C(=O)Nc1ccc(Cl)cc1,17.5%,2.4%,-16.6%,11.0%,-19.2%,27.4,21.0
COc1cc2cncc(Cc3ccc(Cl)cc3)c2cc1OC,u,x,-3.3%,8.28µM*,0.9%,x,x
COc1ccc(C(=O)NCC(=O)N/N=C/c2cccnc2)cc1,13.3%,4.0%,5.4%,20.6%,-1.9%,-9.2,-4.4

# Screening results as filed in PubChem BioAssay.
